# Source: PubChem BioAssay
# SKBR3 24h inh: SK-BR-3 proliferation inhibitors | SK-BR-3 viability, CellTiter-Glo ATP luminescence, 24 h; hits give low values | viability, % at 10 µM | 41,000 tested, 0.47% active | AID 847;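 active = viability at or below the median of all test compounds minus 3 SD, in both replicates if run twice, cut at about 45% in these data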;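 also: 100% = median untreated cell wells and 0% = median positive control drug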
# * marks the source's active call; other numbers are inactive results. Only part of the results is shown; the hit share may differ from the screen's.
SMILES,SKBR3 24h inh
CCCCN(C)CCCNC(=O)c1ccc2c(c1)NC(=O)C(N1CCOCC1)S2 (centres undefined),72.6
O=C(c1cccc(C(=O)N2CCN(c3ncccn3)CC2)c1)N1CCN(c2ncccn2)CC1,71.3
COC(=O)Cc1csc(Nc2c(C)n(C)n(-c3ccccc3)c2=O)n1,85.5
CC(C)CC(=O)NC1(C(F)(F)F)C(=O)Nc2c1c(=O)[nH]c(=O)n2Cc1ccco1 (centres undefined),87.8
COc1cccc(Oc2ccc(N)cn2)c1,92.0
COCCNc1nc(C(C)(C)C)nc2c1nnn2Cc1ccccc1Cl,82.5
O=C1NC(Nc2ccccn2)(C(F)(F)F)C(=O)N1c1ccc(F)cc1 (centres undefined),106.7
CC(C)(C)N1C(=O)c2ccc(C(=O)Nc3nccs3)cc2C1=O,91.1
CCn1c(C)cc2c(c1=O)C(c1ccncc1)C(C#N)=C(N)O2 (centres undefined),102.2
Cc1cc(NC(=O)c2cc3n(n2)C(C(F)(F)F)CC(c2ccc(Cl)c(Cl)c2)N3)no1 (centres undefined),80.7
O=C(NCc1ccccc1)/C(=N\O)c1ccccc1,102.2
COc1ccc(/C(O)=C2\C(=O)C(=O)N(CC3CCCO3)C2c2cc(OC)ccc2OC)cc1 (centres undefined),109.1
Cn1c(=O)c2c(nc(SCC(=O)N3CCc4ccccc43)n2Cc2ccccc2)n(C)c1=O,89.2
O=C(CSc1nnc2c3cc(F)ccc3nc(-c3ccccc3)n12)N1CCOCC1,84.2
CC(C)(C)c1cc(NC(=O)c2cccnc2)no1,111.5
CCOc1ccc(S(=O)(=O)N2CCN(c3ccccc3)CC2)c2cccnc12,41.8*
CCOC(=O)c1ccc(NC(=O)Nc2cc(C)on2)cc1,93.3
O=C(Nc1ccccc1C(=O)N1CCOCC1)C1COc2ccccc2O1 (centres undefined),100.2
COC(=O)C(C(=O)OC)C(C(=O)OC)C(C(=O)OC)C(=O)OC,113.6
COc1ccc2c(c1)CCc1c(C(=O)NCc3ccco3)noc1-2,86.0
CCOc1cc(C)c(S(=O)(=O)NC2CCCCC2)cc1C,98.6
Cc1cc2n(n1)C(c1ccc3c(c1)OCO3)Nc1c(C)cccc1-2 (centres undefined),89.3
Cc1[nH]c(=O)[nH]c(=O)c1CSc1nnc(CCCCCNC(=O)OC(C)(C)C)o1,84.8
CC(C)NC(=O)CN(Cc1ccccc1)S(=O)(=O)c1ccccc1,116.7
CC(C)(C)c1ccc(OCC(O)CS(=O)(=O)c2ccccn2)cc1 (centres undefined),95.0
COC(=O)CCC(=O)COc1ccccc1C#N,79.7
O=C(O)CCn1cnc2ccccc2c1=O,103.0
Cc1ccc(-c2csc3nnc(SCC(=O)N4CCN(Cc5ccccc5)CC4)n23)cc1,81.6
O=C(Nc1ccc(N2CCN(Cc3ccccc3)CC2)cc1)c1ncn[nH]1,89.8
O=C(O)C1C(c2ccccc2)C(C(=O)OCc2ccco2)C1c1ccccc1 (centres undefined),106.0
CS(=O)(=O)N(CC(=O)NCCC1=CCCCC1)C1CCCCC1,101.6
CCOc1ccc(C(=O)NCc2ccncc2)cc1OCC,102.8
C=CCNC(=O)C1CC(=O)N(c2ccc(OCC(=O)Nc3ccccc3)cc2)C1 (centres undefined),96.4
COCc1cc(C)nc(NC2CCCCC2)c1C#N,94.6
CC1CC(C)CN(C(=O)Cn2c(=O)n(CCCCC(=O)NC3CCCC3)c(=O)c3ccccc32)C1 (centres undefined),79.0
O=C(OCCN1C(=O)c2ccccc2C1=O)c1cccs1,75.2
Cc1ccccc1CN1C(=O)CSc2ccc(C(=O)N3CCOCC3)cc21,87.5
COC(=O)c1ccc(C2/C(=C(\O)c3cccc(OC)c3)C(=O)C(=O)N2CCCN(C)C)cc1 (centres undefined),113.5
COc1ccc(CCNC(=O)CCN2C(=O)C3CC=CCC3C2=O)cc1OC (centres undefined),91.1
O=C(NCc1ccc(Cl)cc1)c1cc(-c2cccs2)on1,91.4

# Part of the list above, reformatted.
canonical_smiles	SKBR3 24h inh
Cc1[nH]c(=O)[nH]c(=O)c1CSc1nnc(CCCCCNC(=O)OC(C)(C)C)o1	84.8
CC(C)NC(=O)CN(Cc1ccccc1)S(=O)(=O)c1ccccc1	116.7
CC(C)(C)c1ccc(OCC(O)CS(=O)(=O)c2ccccn2)cc1 (centres undefined)	95.0
COC(=O)CCC(=O)COc1ccccc1C#N	79.7
O=C(O)CCn1cnc2ccccc2c1=O	103.0
Cc1ccc(-c2csc3nnc(SCC(=O)N4CCN(Cc5ccccc5)CC4)n23)cc1	81.6
O=C(Nc1ccc(N2CCN(Cc3ccccc3)CC2)cc1)c1ncn[nH]1	89.8
O=C(O)C1C(c2ccccc2)C(C(=O)OCc2ccco2)C1c1ccccc1 (centres undefined)	106.0
CS(=O)(=O)N(CC(=O)NCCC1=CCCCC1)C1CCCCC1	101.6
CCOc1ccc(C(=O)NCc2ccncc2)cc1OCC	102.8
C=CCNC(=O)C1CC(=O)N(c2ccc(OCC(=O)Nc3ccccc3)cc2)C1 (centres undefined)	96.4
COCc1cc(C)nc(NC2CCCCC2)c1C#N	94.6
CC1CC(C)CN(C(=O)Cn2c(=O)n(CCCCC(=O)NC3CCCC3)c(=O)c3ccccc32)C1 (centres undefined)	79.0
O=C(OCCN1C(=O)c2ccccc2C1=O)c1cccs1	75.2
Cc1ccccc1CN1C(=O)CSc2ccc(C(=O)N3CCOCC3)cc21	87.5
COC(=O)c1ccc(C2/C(=C(\O)c3cccc(OC)c3)C(=O)C(=O)N2CCCN(C)C)cc1 (centres undefined)	113.5
COc1ccc(CCNC(=O)CCN2C(=O)C3CC=CCC3C2=O)cc1OC (centres undefined)	91.1
O=C(NCc1ccc(Cl)cc1)c1cc(-c2cccs2)on1	91.4

# Later entries
SMILES,SKBR3 24h inh
Cc1cc(C)nc(N2CCCC(C(=O)Nc3cc(F)ccc3C)C2)n1 (centres undefined),83.9
CCCOc1ccc2c3c(c(=O)oc2c1)CCCC3,106.4
C/C(=C1/SC(N2CCOCC2)=NC1=O)c1ccc(Br)cc1,101.5
CC(C)N(Cc1nc(-c2ccccc2)no1)C(=O)C(C)(C)C,91.0
COc1ccc(Cc2nnc(NC(=O)Cc3cccs3)s2)cc1,114.0
CN(C)CCNC(=O)C(C(=O)c1ccccc1)n1ccccc1=O (centres undefined),96.4
Cc1ccc(-c2nc3ccccc3c(=O)n2CCCN2CCOCC2)cc1,98.4
O=C(Nc1cccc(C(F)(F)F)c1)N1CCC(c2nc(-c3ccc(F)cc3)no2)CC1,95.8
O=C(Nc1ccccc1)c1ccc(S(=O)(=O)NCC2CCCO2)cc1 (centres undefined),88.1
O=S(=O)(c1ccccc1)c1nc(-c2ccco2)oc1NCCCn1ccnc1,96.9
CCc1nnc(NC(=O)C2CCCN2S(=O)(=O)c2ccccc2)s1 (centres undefined),94.5
Cc1cc(C(=O)Nc2c(C)n(C)n(-c3ccccc3)c2=O)cs1,83.6
CCn1c(N2CCN(S(=O)(=O)c3ccccc3C(F)(F)F)CC2)nc2ccccc21,65.1
FC(F)Sc1ccc(Nc2ncnc3nc[nH]c23)cc1,103.3
O=C(c1c[nH]c(=O)n(-c2ccccc2)c1=O)N1CCc2ccccc21,93.8
CCCCS(=O)(=O)/C=C\C=C/S(=O)(=O)CCCC,38.0*
CS(=O)(=O)Nc1ccccc1C(=O)NC1CC2CCC1C2 (centres undefined),94.6
Cc1ccc(S(=O)(=O)C(C#N)c2nc3ccccc3nc2N2CCCCC2)cc1 (centres undefined),78.8
CCOC(=O)c1c(N)sc2c(NC(C)=O)cccc12,94.1
Cc1occc1C(=O)N1CCN(S(C)(=O)=O)CC1,86.4
CCSC1=C(C#N)C(c2ccccc2Cl)CC(=O)N1 (centres undefined),93.0
O=S(=O)(Nc1nccs1)c1cc(Cl)ccc1Cl,89.7
CC(c1ccccc1)n1c(NCCCn2ccnc2)nc2c1c(=O)[nH]c(=O)n2C (centres undefined),62.8
COc1ccc(CCNc2c(C)c(C)nc3ncnn23)cc1,87.1
O=C(NCc1ccco1)C(c1ccccc1)N(CC1CCCO1)C(=O)Cn1nnc2ccccc21 (centres undefined),89.6
CCn1c(C)csc1=NC(=O)c1ccccc1,55.2
CSc1nnc2n(C)c3c(c(=O)n12)C1(CCCC1)Cc1ccccc1-3,86.2
COc1cc2cc(C(c3nnnn3C3CCCCC3)N(C)C3CCCCC3)c(=O)[nH]c2cc1OC (centres undefined),100.2
CN(C(=O)C1CCOC1)c1nnc(-c2cnccn2)s1 (centres undefined),100.8
Cc1ccc(S(=O)(=O)N(CC(O)CN(C)C)c2ccccc2)cc1 (centres undefined),83.7
CCOC(=O)c1c(NC(=O)C2CCCN2S(=O)(=O)c2cccc3nsnc23)sc(C)c1C (centres undefined),69.5
COc1ccccc1NS(=O)(=O)CC12CCC(CC1=O)C2(C)C (centres undefined),113.5
COc1ccc(C2C(C#N)=C(N)Oc3cc(C)n(CCN4CCOCC4)c(=O)c32)cc1OC (centres undefined),77.9
NC(=O)C1(N2CCCCC2)CCN(C(=O)CSc2nc(C(F)(F)F)cc(=O)[nH]2)CC1,93.1
CN1C(=O)Cn2c1nc1ccccc12,87.6
Nc1c(C(=O)Nc2ccc(F)cc2)sc2nc(-c3ccco3)ccc12,108.6
c1ccc(Cn2nnnc2CN2CCN(c3ncccn3)CC2)cc1,101.9
COc1ccc(NC(=O)c2ccccc2NC(=O)C2CCCO2)cc1 (centres undefined),90.2
Cc1cc(-c2ccccc2)n(-c2ccc(C(=O)N3CCN(c4ncccn4)CC3)cc2)n1,91.9
CC1CCCC(NS(=O)(=O)c2ccc3c(c2)OCCO3)C1C (centres undefined),73.3
COCc1[nH]nc2c1C(c1cc(OC)c(O)c(OC)c1)C(C#N)=C(N)O2 (centres undefined),90.2
Cc1cc(NC(=O)CSc2nc3c(c(-c4cccnc4)c2C#N)CCC3)no1,97.3
O=C(NC1CCCCC1)[C@H](O)[C@@H](O)C(=O)NC1CCCCC1,83.9
CS(=O)(=O)N(CC(=O)Nc1cccc(F)c1)Cc1ccccc1,86.3
O=C(Nc1cccc(Cn2cccn2)c1)c1cc2c(s1)CCCC2,85.5
O=C(NC12CC3CC(CC(C3)C1)C2)N1CCN(S(=O)(=O)c2ccc(Cl)cc2)CC1,89.6
CC1(C)Cc2c(sc3nc(SCC(=O)N4CCOCC4)nc(N)c23)CO1,84.6
CCCc1nc2n[nH]c(N)c2c2c1COC(C)(C)C2,104.2
COc1cc(C(=O)N(Cc2ccco2)Cc2cc3ccccc3[nH]c2=O)cc(OC)c1OC,68.3
COc1ccc(CCNC(=O)c2c(-c3ccccc3)noc2C)cc1OC,112.6
Cc1ccc(C)c(Cn2nnc3c(=O)[nH]c(C(=O)NCC4CCCO4)nc32)c1 (centres undefined),88.4
Cn1nc(CC(=O)Nc2ccc3c(c2)OCCO3)c2ccccc2c1=O,69.5
CCC(=O)Nc1ccc(NC(=O)c2ccccn2)cn1,97.7
CN(C)CCCNc1cc(Cl)c(S(=O)(=O)N2CCCCC2)cc1C(=O)O,89.8
CCN(CC)CCCNC(=O)N[C@@H](Cc1ccccc1)C(=O)O,96.3
CCCC(=O)Nc1ccc(N2CCOCC2)cc1,97.7
O=C(c1ccco1)N1CCC(c2nc(-c3ccccc3Cl)no2)CC1,73.5
N#Cc1nc(Cc2cccc3ccccc23)oc1NCC1CCCO1 (centres undefined),111.5
COc1cc(-c2noc(CCC(N)=O)n2)cc(OC)c1OC,93.2
CCOC(=O)C1=C(C)Nc2nc(SCC)[nH]c(=O)c2C1c1ccncc1 (centres undefined),91.4

# Continued:
SMILES,SKBR3 24h inh
CCC(C)NC(=O)C1CCC(=O)N1Cc1ccc(C)cc1 (centres undefined),98.3
NC(=O)c1cc(-c2ccccc2)nc(N2CCOCC2)n1,119.8
O=c1oc2c(CN3CCOCC3)c(O)c(Cl)cc2c2c1CCCC2,83.0
O=C(CN1C(=O)CSC1=O)NC1CCCCC1,87.8
COCCCn1c(C)nc2c(c1=O)c1nc3ccccc3nc1n2CCc1ccccc1,89.9
COC(=O)c1ccc(C(=O)OC)c(NC(=O)CSc2nc(-c3ccco3)cc(C(F)(F)F)n2)c1,96.0
CC(NC(=O)COc1cccc(Br)c1)C(=O)O (centres undefined),89.5
Cc1ccc(CNC(=O)CCS(=O)(=O)c2cccc3nsnc23)cc1,76.4
COc1ccccc1C1CC(c2ccc(Cl)cc2)Nc2nc(N)nn21 (centres undefined),94.4
COc1ccccc1N1CCN(CC(=O)Nc2cccc(F)c2)CC1,76.1
COc1ccccc1NC(=O)C1=C(C)NC(SCC(=O)c2ccc(C)cc2)=C(C#N)C1c1ccco1 (centres undefined),71.9
O=C(O)c1cc(Cl)c(Cl)cc1C(=O)N1CCOCC1,108.5
O=C(NC1CC2CCCC(C1)N2C(=O)NC1CCCCC1)c1ccc(F)cc1 (centres undefined),85.3
CC1CCc2c(sc3ncn4c(SCC(=O)NCc5ccco5)nnc4c23)C1 (centres undefined),81.1
N#C/C(=C\c1c(N2CCC(C(N)=O)CC2)nc2ccccn2c1=O)S(=O)(=O)c1ccccc1,83.2
CCN(CC)CC(=O)Nc1c(C)cc(C)cc1C,96.9
Cc1oc2cc(O)ccc2c(=O)c1Oc1ccccc1,94.3
CC12CN3CC(C)(CN(C1)C31C(=O)N(Cc3ccccc3)c3ccccc31)C2=O (centres undefined),92.7
O=C(NCC(c1cccnc1)N1CCN(c2ccccc2)CC1)c1ccco1 (centres undefined),84.9
c1ccc(Oc2cccc(OCCn3cncn3)c2)cc1,85.9
CCOC(=O)c1c2c(c(=S)n(-c3ccccc3)c1N)CCC2,93.0
CC1Cc2nc(SCC(=O)Nc3ccc(F)cc3)n(C)c(=O)c2S1 (centres undefined),72.4
O=C(O)C(Cc1cc2ccccc2[nH]1)N1C(=O)C2CC=C(Cl)CC2C1=O (centres undefined),95.9
CC1=[N+]([O-])C(C)(C)CC(C)(C)c2ccccc21,89.0
O=C(Nc1ccc2nc(-c3cccs3)[nH]c2c1)c1cccs1,76.3
CCCCOC(=O)CCn1[nH]c(=O)c2ccccc2c1=O,91.1
Cc1noc(C)c1S(=O)(=O)NCCc1ccc(S(N)(=O)=O)cc1,105.7
CCOC(=O)c1cnc(-n2nc(C)cc2C)nc1N(C)C,115.2
CCN(C(=O)c1cnc(N2CCN(c3ncccn3)CC2)c2ccccc12)c1cccc(Cl)c1,180.3
COc1ccccc1N1CCN(C(c2cc3ccc(C)cc3[nH]c2=O)c2nnnn2C2CCCC2)CC1 (centres undefined),63.5
